HP1b chromo inh = inhibitors of HP1-beta chromodomain binding to methylated histone tails; Potency, µM (doses to about 114 µM), for inactives: at the highest dose activity change, negative = inhibition, hits mostly inhibitors; AlphaScreen HP1-beta / biotin-H3K9me3 peptide binding; actives 0.56% (n = 390,000); further: potency means the concentration at half of the fitted maximal effect; nearly all actives have a fitted effect of over 70% in size; inactives centre near 23
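Compound inhibition of the preformed complex between 50 nM HP1-beta and 50 nM biotinylated H3K9me3 peptide was read by AlphaScreen. Buffer was PBS pH 7.4 with 0.01% Tween-20. Incubations ran 30 min at room temperature, with 10 ug/mL donor/acceptor beads.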
12-LOX inh = ALOX12 (human) lipoxygenase inhibition. P18054. actives 1.1% (n = 580,000). Potency, µM (highest dose often 108 µM), for inactives: top-dose activity change, negative = inhibition, actives largely listed as inhibitors. purified 12hLO, xylenol orange hydroperoxide absorbance; further: potency means the concentration at half of the fitted maximal effect; on the % scale 0 is the no-effect control and ±100 the full control effect
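Purified human 12hLO (150 nM final) in 25 mM Hepes, 0.01% Triton X-100, pH 7.0 was preincubated 15 min at room temperature with compound. Then 40 uM arachidonic acid was added, 30 min. Hydroperoxide was read by Fe-XO absorbance ratio 573/405 nm.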
RGS4 inh = blocks human RGS4-accelerated GTP hydrolysis | P49798 | Transcreener GDP fluorescence polarization, RGS4-accelerated GTP hydrolysis | Potency, µM (series often up to 114 µM), for the others: at the highest dose activity change, negative = inhibition, usual class: inhibitors | actives 0.039% (n = 390,000) | AID 504845; further: potency means the concentration at half of the fitted maximal effect; on the % scale 0 is the no-effect control and ±100 the full control effect; nearly all actives have a fitted effect of over 75% in size; some results filed as inactive show a strong effect at the top dose
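MLSMR compounds (23 nl, pin-transferred) preincubated 10 min at room temperature with a 500nM (2x) first reagent, then RGS4 at 900nM (2x) plus Transcreener GDP mix added; fluorescence polarization (620/688 nm) read before and after 90 min at 30 °C.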
G9a block = blocks human histone lysine methyltransferase G9a; Q96KQ7; G9a H3K9 monomethylation, AlphaScreen, 2 h; Potency, µM (titrated, usually from 102 µM), for inactives: at the top dose activity, negative = inhibition, actives largely listed as inhibitors; actives 8.8% (n = 350,000); AID 504332; further: potency means the concentration at half of the fitted maximal effect; on the % scale 0 is the no-effect control and ±100 the full control effect; nearly all actives have a fitted effect of over 75% in size
Target sequence (Q96KQ7 913-1193 limits assumed): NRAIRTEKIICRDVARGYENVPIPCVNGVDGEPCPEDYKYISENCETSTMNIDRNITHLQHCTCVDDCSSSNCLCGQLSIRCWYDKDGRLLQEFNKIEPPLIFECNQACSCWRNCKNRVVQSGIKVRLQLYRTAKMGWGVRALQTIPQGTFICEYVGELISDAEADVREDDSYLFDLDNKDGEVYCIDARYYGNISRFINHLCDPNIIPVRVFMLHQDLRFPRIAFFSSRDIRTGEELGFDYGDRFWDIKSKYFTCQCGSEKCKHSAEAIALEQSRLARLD
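Chemiluminescent proximity detection of H3K9 monomethylation, read after 10 min bead incubation in the dark. Reaction: 20 nM G9a, 500 nM biotin-H3K9 peptide, 20 uM SAM cofactor, 2 h, room temperature, following 15 min enzyme-compound preincubation.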
PI4K2A inh = PI4K2A (human) kinase inhibition | Q9BTU6 | purified PI4K2A, ADP-Glo luminescence, 1 h; active compounds read low | activity change, negative = inhibition, % at 76.9 µM | actives 0.13% (n = 420,000); in the data active means activity change below about -50%; inconclusive means mostly about -30% to -49%;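 further: -100% = wells without enzyme as full effect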
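PI4K2A activity was measured by ADP-Glo luminescence: enzyme (4 ug/mL stock) and phosphatidylinositol (1.2 mM stock) in Tris pH 7.5/MgCl2/EGTA/Triton X-100 buffer were reacted with ATP (300 microM stock) for one hour at ambient temperature.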
JMJD2A Tudor inh = JMJD2A Tudor domain (human) inhibition; O75164; AlphaScreen JMJD2A-Tudor / H3K4me3 peptide binding; Potency, µM (highest dose often 114 µM), without a hit: at the top dose activity change, negative = inhibition, most hits filed as inhibitors; actives 4.4% (n = 390,000); AID 504339; further: potency means the concentration at half of the fitted maximal effect; on the % scale 0 is the no-effect control and ±100 the full control effect; nearly all actives have a fitted effect of over 50% in size
BAZ2B block = inhibitors of human BAZ2B bromodomain; actives 4.4% (n = 360,000); AID 504333; Q9UIF8; AlphaScreen BAZ2B-H3K14Ac peptide displacement; Potency, µM (series often up to 114 µM), without a hit: at the top dose activity change, negative = inhibition, actives largely listed as inhibitors; further: potency means the concentration at half of the fitted maximal effect; on the % scale 0 is the no-effect control and ±100 the full control effect; nearly all actives have a fitted effect of over 60% in size
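Compounds, titrated to a top concentration of 110 uM, were incubated 30 min at room temperature with preformed BAZ2B/acetyl-K14 H3 peptide complex (50 nM each). Proximity signal was measured by AlphaScreen after 20 min with beads.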
GLS inhibitor = blocks human kidney-isoform glutaminase activity | Potency, µM (series often up to 45.5 µM), inactives show at the highest dose activity change, negative = inhibition, actives largely listed as inhibitors | O94925 | AID 624170 | actives 0.21% (n = 410,000) | GLS enzymatic activity, qHTS titration; further: potency means the concentration at half of the fitted maximal effect; on the % scale 0 is the no-effect control and ±100 the full control effect
Target sequence (O94925 whole entry, looked up, canonical isoform): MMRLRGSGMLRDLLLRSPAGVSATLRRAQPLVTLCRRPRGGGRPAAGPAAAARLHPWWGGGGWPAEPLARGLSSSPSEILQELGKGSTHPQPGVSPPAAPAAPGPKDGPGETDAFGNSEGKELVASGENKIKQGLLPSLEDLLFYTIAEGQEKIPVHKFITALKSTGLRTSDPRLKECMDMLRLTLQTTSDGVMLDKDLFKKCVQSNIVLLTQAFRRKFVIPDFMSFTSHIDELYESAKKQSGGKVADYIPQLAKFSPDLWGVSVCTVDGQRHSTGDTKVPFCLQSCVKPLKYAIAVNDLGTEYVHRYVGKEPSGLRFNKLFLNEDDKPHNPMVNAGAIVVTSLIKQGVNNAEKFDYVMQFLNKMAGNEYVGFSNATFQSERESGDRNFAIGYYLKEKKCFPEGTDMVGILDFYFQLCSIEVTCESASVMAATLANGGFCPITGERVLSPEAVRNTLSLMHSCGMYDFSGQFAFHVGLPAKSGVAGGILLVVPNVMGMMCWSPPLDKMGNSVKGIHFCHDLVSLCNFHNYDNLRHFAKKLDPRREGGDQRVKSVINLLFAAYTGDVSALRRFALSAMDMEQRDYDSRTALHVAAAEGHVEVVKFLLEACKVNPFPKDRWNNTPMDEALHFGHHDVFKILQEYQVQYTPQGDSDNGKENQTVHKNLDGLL
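hKGA in 45 mM KH2PO4 pH 8.2, 0.02% Tween-20 with pin-transferred compounds; 1 mM L-glutamine (stock) plus glutamate oxidase/HRP/Amplex Red coupling added. Fluorescence read initially and after 30 min at RT.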
ERG Ets-DNA blk = inhibitors of human ERG Ets domain-DNA interaction | fluorescence polarization, His-ERG Ets domain / labelled DNA | Potency, µM (top dose mostly 76.9 µM), inactives show at the top dose FP activity, negative = inhibition, hits mostly inhibitors | AID 624246 | P11308 | actives 0.028% (n = 370,000); active means well fitted inhibition curve with a large enough effect in the polarisation, with a control signal flat; inconclusive means small, poorly fitted or top-dose-only effect, or effect the other way, or a change in a side signal; inactive means no such curve, though single readings can be large or run the other way; the % refers to the polarisation;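 further: polarization taken with two DNA probes labelled with fluorescein and Texas red; potency means the concentration at half of the fitted maximal effect; % of control where 0% means no effect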
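His-tagged ERG Ets domain (1 uM in the protein solution; 300mM KCl, 50mM Tris-HCl, 1mM EDTA, 1mM DTT, pH 7.5) received compound, then a probe mix of 5 nM fluorescein-DNA and 100nM Texas-615-DNA. Fluorescence polarization was read for both dyes.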
* = called active by the depositor; i = inactive; u = inconclusive; x = no result given; & = joins results of further samples; [ ] = another dose, or the depositor's remark. Unless noted, the call rests on the fitted dose curve; in most records, active means well fitted curve in the direction sought with a large enough effect; inconclusive means small, poorly fitted or top-dose-only effect, or another doubt; inactive means no such curve, though single readings can be large; an effect the other way counts as inactive or inconclusive. Some of the compounds tested. The share of hits here may be higher or lower than overall.

Values run as follows: HP1b chromo inh	12-LOX inh	PI4K2A inh	ERG Ets-DNA blk	GLS inhibitor	JMJD2A Tudor inh	G9a block	RGS4 inh	BAZ2B block
(1) CC(C)Oc1ccc(C(CC(=O)N(C)CCC#N)c2ccc(F)cc2)cc1 (configuration not stated)
    32%	-2%	5	7%	8%	-4%	19%[59 µM]	-8%	1%
(2) COc1ccc(N2CCN(Cc3cc(=O)oc4cc(C)c(Cl)cc34)CC2)cc1
    11%	u	12	3%	-3%	-10%	-36%[12.7 µM]	-12%	-5%
(3) CCCCC(=O)Nc1cccc(NC(=O)c2ccc3c(c2)OCO3)c1
    10%	u	-1	-1%	8%	-15%	0%[59 µM]	4%	0%
(4) CCOc1ccc(C(c2c(O)cc(C)n(Cc3ccco3)c2=O)N2CCN(C)CC2)cc1 (configuration not stated)
    1%[57 µM]	u	-1	1%	9%	u	u	-12%	-10%
(5) COc1ccc(C(=O)Nc2cc3c(cc2C#N)OCO3)cc1S(=O)(=O)N1CCN(C)CC1
    45%[activator]	-44%&143%	4	-6%	2%	-4%	0%	22%	6%
(6) CC(NC(=O)COC(=O)/C=C/c1ccc([N+](=O)[O-])cc1)c1ccccc1 (configuration not stated)
    -5%	-18%	-2	6%	0%	-33%	16%[59 µM]	-10%	-10%
(7) CCOC(=O)/C(=C\c1ccc(C)cc1)NC(=O)c1ccccc1
    34%	2%	-3	1%	-1%	0%	5%	4%	-14%
(8) COc1cc(C(=O)COC(=O)c2ccco2)cc(OC)c1OC
    29%	-11%	-5	-6%	17%	-1%	x	-1%	x
(9) CC(=O)Nc1ccc2c(c1)Cc1cc(N3C(=O)C=CC3=O)ccc1-2
    u	-26%	3	21%	4%	7.1µM*	x	u	x
(10) S=C(NCc1ccco1)N1CCN(c2cccc(Cl)c2)CC1
    -23%	u	-3	-8%	10%	-24%	u	-41%	-30%
(11) Cn1c(Cc2ccc3c(c2)OCO3)nnc1SCC(=O)N1CCc2ccccc2C1
    6%	-19%	4	-9%	1%	-22%	45µM*	27%	10%
(12) CCOC(=O)/C(C#N)=C/Nc1ccccc1OC
    34%	0%	5	9%	-6%	-8%	x	-21%	5%
(13) CCCCn1c(=O)[nH]c(=O)c2c1nc(-c1ccccc1F)n2Cc1ccccc1
    35%	-25%	-4	-12%	-15%	-23%	-49%	-19%	-15%
(14) Cc1cc(C(=O)NCC(c2cccs2)N2CCOCC2)ccc1[N+](=O)[O-] (configuration not stated)
    32%	u	-1	-6%	-6%	-18%	21%	-17%	-27%
(15) CC(=O)Nc1ccc(S(=O)(=O)NC2(C(F)(F)F)NC(=O)N(C3CCCCC3)C2=O)cc1 (configuration not stated)
    19%	14%	-4	-11%	-4%	-20%	-16%[12.7 µM]	0%	2%
(16) CCN1c2ccccc2-c2nc(SCC(=O)NCc3ccc(Cl)cc3)ncc2S1(=O)=O
    21%	-30%	4	8%	-12%	5%	1%[59 µM]	-14%	4%
(17) COc1ccc(C(=O)N2CC(c3ccccc3)CC2=O)cc1 (configuration not stated)
    7%	i	-4	-4%	0%	-6%	x	8%	-6%
(18) CC(C)NC(=O)N(O)C1N(C(C)C)C(=O)N(Cc2ccc3c(c2)OCO3)C1(C)C (configuration not stated)
    13%	422%[activator]	-15	-3%	u	-3%	x	-9%	-5%
(19) CC(=O)n1c2ccccc2c2nc(NC(C)C)sc21
    u	u	-28	0%	15%	50µM*	u	u	50µM*
(20) CCC(C)c1ccccc1OCC(=O)NN1C(=O)c2ccccc2C1=O (configuration not stated)
    38%	6%	-8	0%	5%	-4%	4%[0.501 µM]	0%	7%
(21) Cc1nc2ccccn2c1-c1ccnc(=S)[nH]1
    40%	16µM*	-13	2%	u	-24%	10µM*	u	-30%
(22) CC1(C)Cc2nc3sc4c(SCC(=O)NCc5ccccc5)ncnc4c3cc2CO1
    15%	12%	-3	0%	x	5%	8%	32%	6%
(23) CCc1c(C)nc2c(Br)cccc2c1SCCC#N
    105%[activator]	1%	2	-24%	6%	65%[activator]	u	-28%	16%
(24) O=C(COc1cccc(C(F)(F)F)c1)NNC(=O)Cn1c(=O)cnc2ccccc21
    45%	-3%	-1	x	-2%	-8%	7%	-33%	9%
(25) Cc1cccnc1NC(=O)c1ccc(Br)o1
    28%	-15%	1	x	0%	-9%	-5%	-45%	12%
(26) COC(=O)Cn1c(CCS(=O)(=O)c2ccc(C)cc2)nc2ccccc21
    23%	-10%	-6	x	5%	-15%	-1%[59 µM]	9%&-4%	7%
(27) CCOc1ccccc1Nc1sc(C(=O)c2ccc(Cl)cc2)c(N)c1S(=O)(=O)c1ccccc1
    20%	-12%	-2	1%	-1%	-16%	14%[59 µM]	16%	-1%
(28) Cn1cncc1C#Cc1c(C=O)n(C)c2ccccc12
    78%[activator]	-13%	0	-6%	8%	u	8%[0.501 µM]	-21%	-2%
(29) COC(=O)c1nn(-c2ccc(OC)cc2)c(=O)cc1Sc1ccc(C)cc1
    34%	-13%	-5	-4%	4%	-15%	3%	-14%	-9%
(30) Cc1cccc(S(=O)(=O)Nc2ccc(S(=O)(=O)Nc3nccs3)cc2)c1
    -1%	3%	-7	8%	10%	-26%	x	7%	x
(31) O=C(NNC(=O)c1nn(-c2ccc(F)cc2)ccc1=O)c1ccc(C(F)(F)F)cc1
    39%	16%	0	6%	-8%	1%	x	-13%	-1%
(32) CCN(CC)CCNC(=O)c1ccc(NC(=O)COc2ccc3c(c2)CCC3)cc1
    9%	194%[activator]	-6	18%	4%	-29%	-17%[59 µM]	-4%	-7%
(33) CCCCSc1nc2sc3c(c2c(=O)[nH]1)CCC3
    3%	15%	-3	5%	0%	-17%	-38%	22%	3%
(34) CC1(C)CC(NCc2ccccc2)CCO1 (configuration not stated)
    38%	-3%	1	2%	-13%	-10%	11%[59 µM]	19%	-23%
(35) CCOc1ccc(C(CCc2ccccc2)NC(=O)c2ccc(OC)c(OC)c2)cc1OCC (configuration not stated)
    23%	6%	1	1%	1%	-19%	-28%[59 µM]	22%	-13%
(36) O=S(=O)(c1ccccc1)c1nc(-c2ccco2)oc1NCCN1CCOCC1
    36%	-27%&-5%	6	-1%	-5%	1%	u	-14%	-31%
(37) Cc1ccc(C)c(N2CCN(C(=O)c3cc4c(=O)oc5ccccc5c4s3)CC2)c1
    31%[activator]	-1%	3	-7%	2%	4%	-1%[59 µM]	15%	1%
(38) O=C(Cn1cc([N+](=O)[O-])cn1)N1CCN(Cc2ccc3c(c2)OCO3)CC1
    4%	-8%	2	3%	1%	-7%	16%	2%	9%
(39) O=C1CN(C(=O)c2ccc(F)cc2)c2ccccc2N1
    46%[activator]	10%	-2	-2%	14%	4%	99%	-13%	-15%
(40) CCc1ccc(C(CC(=O)O)N2Cc3ccccc3C2=O)cc1 (configuration not stated)
    10%	19%	2	3%	-2%	-8%	-30%	10%	-3%
(41) Cc1nc2ccccc2nc(C)c1=NOCc1ccc(Cl)cc1Cl
    77%[activator]	-8%	-1	x	-8%	35%	1%[59 µM]	-26%	39%[activator]
(42) O=C(NCCc1ccccc1)c1ccc(Br)o1
    21%	11%	-1	2%	0%	-12%	-24%	6%	-8%
(43) CN(C(=O)c1ccc2c(c1)N(Cc1cccc(Cl)c1)C(=O)c1ccccc1S2(=O)=O)C1CCCCC1
    11%	-12%	5	5%	-27%	-18%	-24%[59 µM]	-3%	1%
(44) CC(C)(C)NC(=O)C(c1ccc(O)cc1)N(Cc1ccco1)C(=O)CCC(=O)Nc1ccccn1 (configuration not stated)
    9%	-17%	-1	5%	16%	-13%	-2%	-13%	-2%
(45) Cc1ccc(NC(=O)Nc2cn(C)c(=O)c3ccccc23)c(Cl)c1
    40%[activator]	-4%	-29	0%	-1%	-25%	u	-18%	2%
(46) O=C(CSc1nncn1-c1ccccc1)NC1CCCC1
    41%[activator]	0%	-1	3%	-3%	8%	38%	5%	2%
(47) O=C(c1ccccc1)N1N=C(c2ccc(F)cc2)CC1(O)C(F)(F)F (configuration not stated)
    66%[activator]	7%	4	14%	-1%	9%	u	-34%	2%
(48) COc1ccc(CN2CCC(n3nccc3NC(=O)CCOc3ccccc3)CC2)cc1C
    6%	-8%	-6	-3%	0%	-33%	83%[activator]	30%	7%

With a hit mark in BAZ2B block (from the list above):
Values run as follows: HP1b chromo inh	12-LOX inh	PI4K2A inh	ERG Ets-DNA blk	GLS inhibitor	JMJD2A Tudor inh	G9a block	RGS4 inh	BAZ2B block
(19) CC(=O)n1c2ccccc2c2nc(NC(C)C)sc21
    u	u	-28	0%	15%	50µM*	u	u	50µM*

Screens (PubChem)
